ANO1 activ – mouse TMEM16A channel activation, primary screen; Q8BHY3; HEK293 TMEM16A/YFP-H148Q/I152L, iodide quench fluorescence; stronger effect = lower value; B-score at 10 µM; 340,000 tested, 0.3% active; AID 623877;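 active = fluorescence-ratio B-score plate-corrected deviation score at least 3 library SD below zero, with starting fluorescence score within 5 deviations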;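 also: channel opened by trigger with iodide after compound preincubation; score built on the fluorescence ratio of max minus min over baseline; more negative score means more quench and so TMEM16A activation or potentiation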
MrgX1 antagonist – human MrgX1 receptor antagonism, primary screen; Q96LB2; MRGX1-HEK293 calcium flux, Fluo-4, BAM8-22 antagonism; stronger effect = lower value; B-score at 10 µM; 310,000 tested, 1.3% active; AID 588676;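 active = calcium-response B-score plate-corrected more than 3 library SD below zero, starting fluorescence within 5 deviations, no agonist response on first addition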;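 also: peak minus trough fluorescence over baseline after final BAM8-22 challenge near maximal dose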
TRPC6 inhibitor – mouse TRPC6 channel inhibition | B-score at 10 µM | AID 2553 | 310,000 tested, 1.1% active | HEK293-TRPC6, membrane potential dye, ACh-evoked depolarization; stronger effect = lower value;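 active = B-score under library mean minus 3 SD, initial fluorescence not abnormally high, positive integrated signal ratio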;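 also: B-score derived from integrated fluorescence ratio over the kinetic read; more negative B-score means stronger inhibition of depolarization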
Target sequence (Q61143 whole entry, looked up): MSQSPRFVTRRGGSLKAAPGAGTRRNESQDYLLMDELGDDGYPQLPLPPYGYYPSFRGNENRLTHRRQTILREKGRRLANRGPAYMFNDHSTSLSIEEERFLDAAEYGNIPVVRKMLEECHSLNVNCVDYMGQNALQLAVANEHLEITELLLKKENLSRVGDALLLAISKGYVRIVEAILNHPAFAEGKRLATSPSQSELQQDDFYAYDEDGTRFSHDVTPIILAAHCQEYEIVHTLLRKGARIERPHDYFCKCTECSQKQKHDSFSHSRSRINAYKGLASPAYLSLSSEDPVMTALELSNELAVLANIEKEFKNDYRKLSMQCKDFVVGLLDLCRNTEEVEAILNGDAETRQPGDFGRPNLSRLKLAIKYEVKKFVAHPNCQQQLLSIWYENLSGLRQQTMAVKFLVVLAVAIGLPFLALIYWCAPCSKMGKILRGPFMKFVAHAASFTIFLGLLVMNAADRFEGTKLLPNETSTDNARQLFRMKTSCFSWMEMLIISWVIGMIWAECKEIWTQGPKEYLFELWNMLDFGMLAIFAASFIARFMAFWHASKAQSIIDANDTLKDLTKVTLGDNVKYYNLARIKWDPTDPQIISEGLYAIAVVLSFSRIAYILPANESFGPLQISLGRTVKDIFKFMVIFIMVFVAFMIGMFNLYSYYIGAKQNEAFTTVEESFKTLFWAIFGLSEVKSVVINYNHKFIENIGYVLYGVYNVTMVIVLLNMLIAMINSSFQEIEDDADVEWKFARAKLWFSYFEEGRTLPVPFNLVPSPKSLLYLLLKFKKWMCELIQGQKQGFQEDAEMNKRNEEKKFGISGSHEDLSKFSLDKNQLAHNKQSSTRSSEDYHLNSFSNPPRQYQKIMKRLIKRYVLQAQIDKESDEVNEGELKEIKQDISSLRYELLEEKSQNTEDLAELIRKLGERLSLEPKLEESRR
TRPC4 agonist – activators of mouse TRPC4 channel. Q9QUQ5. HEK293 TRPC4beta/mu-opioid, Fluo4 calcium fluorescence; stronger effect = higher value. B-score at 10 µM. 310,000 tested, 0.49% active;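 active = B-score above 5 SD of library B-scores, and initial fluorescence ratio not above library mean plus 5 SD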;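 also: positive B-score marks a calcium rise read as TRPC4 activation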
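Assay system – TRPC4beta and mu-opioid receptor HEK293 stable cells · Measured by – Fluo4 fluorescence, kinetic · Schedule – dye loading 45 min room temperature, 110 s kinetic read · Read-out – B-scored integrated calcium fluorescence ratio · Controls – buffer and maximal DAMGO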
TRPC4 block – inhibitors of mouse TRPC4 channel; 300,000 tested, 0.39% active; AID 2247; HEK293 TRPC4beta/mu-opioid, DAMGO-evoked Fluo4 calcium flux; stronger effect = lower value; Q9QUQ5; B-score at 10 µM;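 active = B-score over 3 SD under the library average, no early fluorescence shift, positive overall ratio signal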
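material = TRPC4beta/mu-opioid receptor HEK293 cell line | probe or stimulus = sequential submaximal and maximal DAMGO stimulation | compound dosing = one concentration per compound | measured by = Fluo4 Ca2+ flux fluorescence | evaluation = integrated fluorescence ratio relative to baseline, converted to per-well B score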
TRPC6 activator – mouse TRPC6 channel activation. Q61143. HEK293-TRPC6 membrane potential dye fluorescence; stronger effect = higher value. B-score at 10 µM. 310,000 tested, 0.13% active;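 active = B-score of the integrated fluorescence ratio above library mean plus 3 SD, and starting fluorescence ratio within library mean plus 5 SD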;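 also: higher score means more depolarization so channel activation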
MrgX1 ag – activates human MrgX1 receptor signaling | 310,000 tested, 0.44% active | MrgX1-HEK293 cells, Fluo-4 calcium fluorescence, agonist mode; stronger effect = higher value | B-score at 10 µM;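 active = calcium response B-score plate-corrected fluorescence ratio at least 3 library SD, with starting fluorescence B-score inside 5 SD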
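System: HEK293 cells stably expressing human MrgX1 receptor; Dosing: test compound in the initial addition of three; Schedule: overnight plating, then 30 min 37 °C plus 30 min room-temperature dye loading; Detection: kinetic calcium dye fluorescence, Fluo-4 NW; Controls: per-plate positive and negative controls for Z′ factor.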
TMEM16A inh – mouse TMEM16A channel inhibition, primary screen; Q8BHY3; HEK293 TMEM16A/YFP iodide influx fluorescence, ionomycin; normalized B-score (activity score, 25-100; higher = stronger inhibition) at 10 µM; 310,000 tested, 1.2% active; AID 588511;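 active = ratio plate-corrected score three or more library SD toward inhibition, starting fluorescence score within five deviations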;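 also: score derived from kinetic fluorescence span divided by baseline fluorescence per well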
MrgX1 PAM – allosterically activates human MrgX1 receptor signaling. MrgX1-HEK293, Fluo-4 calcium flux, FDSS; stronger effect = higher value. 310,000 tested, 0.63% active. Q96LB2. B-score at 10 µM;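 active = plate-corrected calcium response at least 3 library SD above typical, normal starting fluorescence, not activating the receptor alone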;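 also: compound read alongside a low EC10 to EC30 dose of BAM8-22 agonist; peak minus trough fluorescence over baseline measured at the second addition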
TRPC4 potent – allosteric potentiators of mouse TRPC4 channel; HEK293 TRPC4beta/mu-opioid, DAMGO EC20, Fluo-4 Ca2+ flux; stronger effect = higher value; B-score at 10 µM; 310,000 tested, 0.42% active;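 active = B-score of calcium response area above 5 SD of library B-scores, with initial fluorescence ratio within 5 SD of library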;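 also: B-score of integrated fluorescence ratio over time as area under calcium response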
SKKanGAS inh – inhibitors of SKKanGAS S. pyogenes growth in kanamycin (SK-promoter or general growth effect) | BacTiter-Glo, 6 h | inhibition, % at 7.5 µM | 300,000 tested, 1.3% active | AID 1662;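 active = mean replicate score, as percent of positive control median, at least 50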;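 also: strain carries kanamycin resistance gene driven by streptokinase promoter and grows in 40 µg/ml kanamycin; loss of luminescence reflects streptokinase promoter inhibition or plain growth inhibition; 0% = median of DMSO wells and 100% = positive control at its reference dose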
An asterisk follows results filed as active; i = inactive; nt = no result given.

SMILES	ANO1 activ	MrgX1 antagonist	TRPC6 inhibitor	TRPC4 agonist	TRPC4 block	TRPC6 activator	MrgX1 ag	TMEM16A inh	MrgX1 PAM	TRPC4 potent	SKKanGAS inh
COc1ccc2c(c1)c(=O)c(C(=O)c1ccccc1)cn2Cc1ccc(C)cc1	i	i	i	i	i	i	i	i	i	i	19
CN(C)C1CCN(C(=O)c2cccc(OC3CCN(S(=O)(=O)N(C)C)CC3)c2)C1 (stereo unspecified)	i	i	i	i	i	i	i	i	i	i	-13
Cc1csc(NC(=O)CSc2ccc(-c3ccccn3)nn2)n1	i	i	i	i	i	i	i	i	i	i	-27
CSc1nc(C)cc(Oc2ccc(OCCOc3ccccc3)nn2)n1	i	i	i	i	i	i	i	i	i	i	-8
COc1cc(C(=O)NCCSc2ccccc2)cc(OC)c1OC	i	i	i	i	i	i	i	i	i	i	-9
Cc1nc(N)sc1-c1csc(Nc2ccccn2)n1	i	nt	i	i	i	i	nt	nt	nt	i	11
Nc1nnc(Cc2c[nH]c3ccccc23)s1	i	i	i	i	i	i	i	i	i	i	-2
CCN(CC)C1=N/C(=C\c2ccco2)C(=O)N1c1ccccc1	i	i	i	i	i	i	i	i	i	i	6
COCC(C)NC(=O)Cn1c(SCc2ccccc2)nc2ccccc21 (stereo unspecified)	i	i	i	i	i	i	i	i	i	i	1
COc1cccc(NC(=O)c2cccc(N3C(=O)C4CCC(C)CC4C3=O)c2)c1 (stereo unspecified)	i	i	i	i	i	i	i	i	i	i	3
Cc1ccc(/C=N/n2c(-c3cccc(Cl)c3)n[nH]c2=S)o1	i	i	i	i	i	i	i	i	i	i	2
N#Cc1nccnc1N1CCN(C(=O)Nc2ccccc2)CC1	i	i	i	i	i	i	i	i	i	i	0
COC(=O)c1ccc2nc(-c3ccc4c(c3)OCO4)cn2c1	i	i	i	i	i	i	i	i	i	i	2
CC(C)C[C@@H](COc1ccccc1)N1CCN(CC(C)C)CCC1=O	i	i	i	i	i	i	i	i	i	i	2
Cc1ccc(C(=O)/C=C2/NC(=O)CS2)cc1	i	i	i	i	i	i	i	i	i	i	5
CCN(CC)CCCNC(=O)c1cc(Nc2ccc(OC)cc2)nc2ccccc12	i	i	i	i	i	i	i	i	i	i	-3
O=C(/C=C/c1ccccc1)NC(NC(=S)Nc1ccc(Cl)cc1)C(Cl)(Cl)Cl (stereo unspecified)	i	i	i	i	i	i	i	i	i	i	63*
O=C(Nc1ccccc1)C1CCCN1C(=O)NCc1ccccc1 (stereo unspecified)	i	i	i	i	i	i	i	i	i	i	8
O=C(NC1CCCC1)C(c1ccccc1)N(C(=O)c1csnn1)C1CCCC1 (stereo unspecified)	i	i	i	i	i	i	i	i	i	i	2
Cc1noc(/C=C/N(C)C)c1S(=O)(=O)N1CCCC(C(=O)NC2CCCCC2)C1 (stereo unspecified)	i	i	i	i	i	i	i	i	i	i	0
COc1ccc(CN(C)C(=O)CNC(=O)Cc2cccc3ccccc23)c(OC)c1OC	i	i	i	i	i	i	i	i	i	i	-7
O=C(O)CCCCCNc1nc(-c2ccccc2)nc2ccccc12	i	i	i	i	i	i	i	i	i	i	20
C/C(=N\NC(=O)c1cc2ccccc2cc1O)c1ccccn1	i	i	i	53*	i	i	68*	i	i	i	102*
Cc1ccc(NC(=O)NCCN2CCCCC2)cc1C	i	i	i	i	i	i	i	i	i	i	3
CCc1ccccc1N(CC(=O)NC(C)c1ccccc1)S(C)(=O)=O (stereo unspecified)	i	i	i	i	i	i	i	i	i	i	-5
COc1cc(NC(=O)CCN2CC(C)OC(C)C2)cc(OC)c1 (stereo unspecified)	i	i	i	i	i	i	i	i	i	i	10
COc1ccc(CCNC(=O)c2ccc(S(=O)(=O)N(C)c3ccccc3)cc2)cc1OC	i	i	i	i	i	i	i	i	i	i	0
O=C(CCNS(=O)(=O)c1ccc(Br)cc1)Nc1cccc(F)c1	i	i	i	i	i	i	i	i	i	i	0
Cc1ccc(CNC(=O)C2CCC(=O)N2C2CCCCC2)cc1 (stereo unspecified)	i	i	i	i	i	i	i	i	i	i	-1
N#CCc1nn(-c2ccc(Cl)cc2)c(N)c1C#N	i	i	i	i	i	i	i	i	i	i	2
Cc1nc2sccn2c(=O)c1S(=O)(=O)N1CCN(c2ccccc2)CC1	i	i	i	i	i	i	i	i	i	i	-1
CCc1c(O)cc2n(c1=O)-c1ccc(Cl)cc1C2(C)C	i	i	i	i	i	i	i	i	i	i	20
Nc1ccc2oc(CCc3ccccc3)nc2c1	i	i	i	i	i	i	i	i	i	i	2
CC(=O)O[C@]1(C(C)=O)CCC2C3C=C(C)C4=CC(=O)CC[C@]4(C)C3CC[C@@]21C (stereo partly specified)	i	i	i	i	i	i	i	i	i	i	1
COc1ccccc1OCCNC(=O)CSC(=S)N1CCCC1	i	i	i	i	i	i	i	i	i	i	21
COc1cccc(C2=NN(C(=O)c3cccs3)C(O)(C(F)(F)F)C2)c1 (stereo unspecified)	i	i	i	i	i	i	i	i	i	i	13
C=CCc1cccc2cc(C(=O)Nc3cccc(C(=O)O)c3)c(=O)oc12	nt	i	i	i	i	i	i	i	7.6*	i	28
O=C(Nc1ccc(Oc2cccnc2)cc1)c1cccc([N+](=O)[O-])c1	i	i	i	i	i	i	i	i	i	i	-11
Cn1nnnc1SCc1ccc(CSc2nnnn2C)cc1	i	i	i	i	i	i	i	i	i	i	1
CCOc1cccc2sc(N(CCN(C)C)C(=O)CCS(=O)(=O)c3ccccc3)nc12	i	i	i	i	i	i	i	i	i	i	1

Reprinted from the part before: 2 compounds, followed by the next part.
SMILES	ANO1 activ	MrgX1 antagonist	TRPC6 inhibitor	TRPC4 agonist	TRPC4 block	TRPC6 activator	MrgX1 ag	TMEM16A inh	MrgX1 PAM	TRPC4 potent	SKKanGAS inh
Cn1nnnc1SCc1ccc(CSc2nnnn2C)cc1	i	i	i	i	i	i	i	i	i	i	1
CCOc1cccc2sc(N(CCN(C)C)C(=O)CCS(=O)(=O)c3ccccc3)nc12	i	i	i	i	i	i	i	i	i	i	1
CN(C)S(=O)(=O)c1ccc(C(=O)Nc2ccccc2[N+](=O)[O-])cc1	i	i	i	i	i	i	i	i	i	i	-2
Cc1cccc(CCNC(=O)C2CCN(S(=O)(=O)N3CCOCC3)CC2)c1	i	i	i	i	i	i	i	i	i	i	-10
O=[N+]([O-])c1ccc(S(=O)(=O)N2CCN(c3ccc(N4CCOCC4)nn3)CC2)cc1	i	i	i	i	i	i	i	i	i	i	0
COc1ccc(C(CNc2nc(-c3cccnc3)nc3ccccc23)N(C)C)cc1 (stereo unspecified)	i	i	-7.5*	188*	i	i	i	i	i	i	1
Cc1ccc(S(=O)(=O)NN=C2C3CC4CC(C3)CC2C4)cc1[N+](=O)[O-]	i	i	i	i	i	i	i	i	i	i	-2
Cc1nc(OCc2c(C)noc2C)c2ccccc2n1	i	i	i	i	i	i	i	i	i	i	5
COc1ccc(-c2nc(CSCC(=O)NCc3ccc4c(c3)OCO4)c(C)o2)cc1	i	i	i	i	i	i	i	i	i	i	-4
COc1cc(OC)cc(-c2nnc(SCC(=O)N(Cc3ccccc3)C(C)(C)C)o2)c1	i	i	i	i	i	i	i	i	i	i	30
Cc1n[nH]c(C)c1CN(C)C(=O)C1CCC(=O)N(CC2CCCCC2)C1 (stereo unspecified)	i	i	i	i	i	i	i	i	i	i	-13
O=C(CCN1C(=O)C2CC=CCC2C1=O)Nc1nccs1 (stereo unspecified)	i	i	i	i	i	i	i	i	i	i	-4
CS(=O)(=O)N(CCc1ccccc1)CC(=O)N1CCN(c2ccccc2F)CC1	i	i	i	i	i	i	i	i	i	i	-2
CCC(Oc1cc(Cl)ccc1Cl)C(=O)N1CCCN(C)CC1 (stereo unspecified)	i	i	i	i	i	i	i	i	i	i	0
COc1ccc(CN2CCN(C(C)C(=O)N(C)Cc3cccc(F)c3)CC2)cc1OC (stereo unspecified)	i	i	i	i	i	i	i	i	i	i	3
COc1ccc(NC(=O)C2CCCN2C(=O)NC2CCCCC2)c(OC)c1 (stereo unspecified)	i	i	i	i	i	i	i	i	i	i	18
CCOc1ncccc1C(=O)N1CCN(c2ccc(C(F)(F)F)cn2)CC1	i	i	i	i	i	i	i	i	i	i	-6
Cc1c(NC(=O)C(CC(=O)O)NCc2ccco2)c(=O)n(-c2ccccc2)n1C (stereo unspecified)	i	nt	i	i	i	i	nt	nt	nt	i	-1
O=[N+]([O-])c1ccc(C(O)CNC(=S)Nc2ccccc2)cc1 (stereo unspecified)	i	i	i	i	i	i	i	i	i	i	4
CCOC(=O)c1c(C)[nH]c(C)c1S(=O)(=O)N(C)CC(=O)Nc1ccc(C)cn1	i	i	i	i	i	i	i	i	i	i	1
Cc1cccc(NC(=O)/C(C#N)=C/c2ccc(F)cc2)n1	nt	i	i	i	i	i	i	i	i	i	2
Cn1nc(C(=O)Oc2cc(=O)n(C)c3ccccc23)c2ccccc2c1=O	i	i	i	i	i	i	i	i	i	i	5
COc1ccc(-c2nc(N=Nc3ccc(O)cc3)n[nH]2)cc1	i	i	i	i	i	i	i	i	i	i	4
CCCOc1ccc(NC(=O)CC2C(=O)N(c3ccc(OCC)cc3)C(=S)N2C2CC2)cc1 (stereo unspecified)	i	i	i	i	i	i	i	i	i	i	5
COCCC(=O)Nc1ccc2c(c1)CN(C(=O)CCSC)CC2	i	i	i	i	i	i	i	i	i	i	2
Cc1ccc(C)c(Nc2cc(C)nc3ccccc23)c1	i	i	i	i	i	i	i	i	i	i	6
COc1ccc(NC(=O)c2cc(-c3cccs3)on2)c(OC)c1	i	i	i	i	i	i	i	i	i	i	-2
C=CCOc1c(Cl)cc(CNn2cn[nH]c2=S)cc1OC	i	i	i	i	i	i	i	i	i	i	6
Cc1nn(-c2nnc(NC3CCCCC3)nn2)c(C)c1Br	i	-4.5*	i	i	i	i	i	i	i	i	6

Assay outcomes: PubChem BioAssay, several laboratories

This is a random part of the collection; overall some 6.7% were active at least once.
